Assay outcomes: PubChem, several laboratories
MC4R barr agon: human MC4R agonism via beta-arrestin. P32245. U2OS MC4R beta-arrestin complementation, luminescence; percent of melanotan II response, DMSO zero. activation, % at 8.9 µM. hit rate 0.98% among 360,000. AID 540308;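 active means activation above a per-plate cutoff, the mean activation of sample wells on that plate plus 3 SD, cut at about 8% in these data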
Target sequence (P32245 whole entry, looked up): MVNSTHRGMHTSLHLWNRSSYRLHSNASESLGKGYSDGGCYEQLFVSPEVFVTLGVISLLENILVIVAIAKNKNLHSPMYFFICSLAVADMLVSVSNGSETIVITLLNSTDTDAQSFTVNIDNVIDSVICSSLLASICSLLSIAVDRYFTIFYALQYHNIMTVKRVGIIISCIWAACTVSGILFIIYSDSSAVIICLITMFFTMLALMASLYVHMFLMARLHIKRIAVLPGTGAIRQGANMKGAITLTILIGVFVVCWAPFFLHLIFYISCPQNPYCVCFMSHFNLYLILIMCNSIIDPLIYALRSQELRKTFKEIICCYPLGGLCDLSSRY
NR5A2 inv ag: suppresses constitutive activity of human LRH-1. inhibition, % at 3.6 µM. HEK293T StAR-luciferase reporter, LRH-1 transfected, 24 h. hit rate 0.13% among 360,000;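 active means inhibition above the mean inhibition of all tested compounds plus 3 SD, cut at about 73% in these data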;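 further: 0% = DMSO wells and 100% = reporter-only cells lacking LRH-1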
ABHD5-PLIN5 inh: inhibitors of human ABHD5-perilipin-5 interaction. inhibition, % at 4 µM. Split G. princeps luciferase complementation, luminescence, 4 h. hit rate 0.78% among 360,000. AID 602281. Q00G26+Q8WTS1;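 active means inhibition above the mean inhibition across every tested compound plus 3 SD, cut at about 22% in these data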;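 further: 0% = DMSO only wells and the 100% control is not disclosed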
NOD2 RIPK2 PPI: blocks binding of human NOD2 to RIPK2; O43353; CHO BLA complementation NOD2-RIPK2, CCF4 ratio; inhibition, % at 4.98 µM; hit rate 0.38% among 360,000; in the data active means inhibition above about 21%;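 further: 0% = vehicle only and 100% = reference blocker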
SRC1 inh: human NCOA1 inhibition; HEK293 GAL4-SRC1 luciferase reporter, luminescence; hit rate 0.12% among 360,000; Q15788; inhibition, % at 3.6 µM;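 active means inhibition above the campaign mean plus 3 SD, with each screening campaign given its own cutoff, cut at about 60% in these data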;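 further: 0% = DMSO treated cells and 100% = gossypol at 36 µM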
TLR9-MyD88 inh: inhibitors of human TLR9-MyD88 binding | Q9NR96+Q99836 | CHO BLA complementation TLR9-MyD88, CCF4 FRET ratio | inhibition, % at 4.98 µM | hit rate 0.21% among 340,000 | AID 504734;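 active means inhibition above the mean over all tested compounds plus 3 SD, cut at about 21% in these data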;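 further: 0% = DMSO only wells and 100% = clavulanate BLA inhibitor control wells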
NR2F2 inh: blocks human COUP-TFII nuclear receptor; inhibition, % at 8.6 µM; HEK293T NGFI-A luciferase reporter, luminescence; hit rate 0.7% among 370,000; P24468;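 active means inhibition above a per-plate cutoff, mean inhibition of test wells between control levels plus 3 SD, cut at about 38% in these data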;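 further: cells cotransfected with COUP-TFII expression vector driving the NGFI-A reporter; 0% = median of COUP-TF2 test wells and 100% = reporter-only cells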
Target sequence (P24468 whole entry, looked up): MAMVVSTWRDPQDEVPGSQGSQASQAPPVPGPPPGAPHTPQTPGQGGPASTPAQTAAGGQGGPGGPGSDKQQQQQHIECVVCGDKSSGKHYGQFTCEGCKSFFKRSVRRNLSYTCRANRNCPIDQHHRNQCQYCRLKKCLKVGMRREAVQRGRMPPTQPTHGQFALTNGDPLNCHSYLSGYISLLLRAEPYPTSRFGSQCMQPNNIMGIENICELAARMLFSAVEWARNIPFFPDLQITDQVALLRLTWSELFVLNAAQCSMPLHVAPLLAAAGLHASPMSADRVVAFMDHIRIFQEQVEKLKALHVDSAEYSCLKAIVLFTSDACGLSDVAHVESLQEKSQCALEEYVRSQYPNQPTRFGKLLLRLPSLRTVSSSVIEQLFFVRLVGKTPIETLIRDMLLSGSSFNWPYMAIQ
SRC2 inh: human SRC2 (NCOA2) inhibition | HEK293 GAL4-SRC2 luciferase reporter, luminescence | hit rate 0.17% among 370,000 | Q15596 | inhibition, % at 9 µM | AID 651957;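 active means inhibition above the mean inhibition of all tested compounds plus 3 SD, set per campaign, cut at about 52% in these data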;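 further: 0% = DMSO treated cells and 100% = cells given Gossypol at 36 µM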
MC4R antagonist: blocks human MC4R cAMP signaling | P32245 | MC4R-expressing cells, MTII-stimulated cAMP, LANCE TR-FRET | inhibition, % at 6.5 µM | hit rate 0.48% among 360,000;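 active means inhibition above its plate's cutoff, the mean of tested wells on that plate plus 3 SD, cut at about 29% in these data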;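 further: 0% = Melanotan II alone and 100% = Melanotan II plus saturating MCL0020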
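Material: U2OS-MC4R stable cell line | Reagent: Melanotan II challenge after compound preincubation | Doses: One concentration, 6.5 µM nominal | Incubation: 30-min compound preincubation, 1-h Melanotan II challenge, 1-h detection, room temperature | Signal: TR-FRET cAMP assay | Replicates: One well per compound, no replicates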
EBV LMP1 NFkB: Epstein-Barr LMP1 NF-kappaB reporter inhibition; hit rate 0.69% among 350,000; LMP1-induced NF-kappaB luciferase reporter cells, luminescence; inhibition, % at 12.5 µM; AID 504558; in the data active means inhibition above about 41%;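 further: 0% = neutral control wells and 100% = reference inhibitor control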
NCOA3 inh: human NCOA3 inhibition; HEK293 GAL4-SRC3 luciferase reporter, luminescence; AID 588352; hit rate 0.17% among 360,000; inhibition, % at 3.6 µM; Q9Y6Q9;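 active means inhibition above a per-campaign cutoff, the mean of all compounds plus 3 SD, cut at about 60% in these data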;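 further: 0% = DMSO-treated cells and 100% = gossypol-treated cells at 36 µM; higher means less SRC3-driven luciferase light from the GAL4 reporter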
Numbers without * were called inactive. Only part of the results is shown; rates above refer to the full screens.

`CCCCN1C(=O)C(CC(=O)NCCCCc2ccccc2)CC(C(=O)N(C(C)C)C(C)C)=C1C` (stereo unspecified) gave MC4R barr agon -1.7, NR5A2 inv ag 0, ABHD5-PLIN5 inh 6, NOD2 RIPK2 PPI -11, SRC1 inh -24, TLR9-MyD88 inh -11, NR2F2 inh -1, SRC2 inh -3, MC4R antagonist 5, EBV LMP1 NFkB 1 and NCOA3 inh 13.
For CN(CCNC(=O)c1cn(C)c2ccc(S(=O)(=O)N(C)C)cc2c1=O)CCc1ccccc1 the results were MC4R barr agon -0.5, NR5A2 inv ag 6, ABHD5-PLIN5 inh -2, NOD2 RIPK2 PPI -6, SRC1 inh -9, TLR9-MyD88 inh 5, NR2F2 inh -22, SRC2 inh -18, MC4R antagonist -2, EBV LMP1 NFkB 6 and NCOA3 inh 24.
`Cc1nc(SCC(=O)NC2CCS(=O)(=O)C2)c(C#N)c(C)c1C` (stereo unspecified) gave MC4R barr agon 0.6, NR5A2 inv ag 14, ABHD5-PLIN5 inh -5, NOD2 RIPK2 PPI -7, SRC1 inh 0, TLR9-MyD88 inh -10, NR2F2 inh -15, SRC2 inh -21, MC4R antagonist 9, EBV LMP1 NFkB -6 and NCOA3 inh -14.
For COCC1CCCN(Cc2nc(C(c3ccccc3)c3ccccc3)no2)C1 (stereo unspecified) the results were MC4R barr agon -0.8, NR5A2 inv ag -5, ABHD5-PLIN5 inh -2, NOD2 RIPK2 PPI -2, SRC1 inh -11, TLR9-MyD88 inh 1, NR2F2 inh -15, SRC2 inh -12, MC4R antagonist 19, EBV LMP1 NFkB -11 and NCOA3 inh 11.
O=C(Nc1cccn(Cc2c(F)cccc2Cl)c1=O)NC1CCCCC1 was read as MC4R barr agon -3.0, NR5A2 inv ag 5, ABHD5-PLIN5 inh -14, NOD2 RIPK2 PPI 1, SRC1 inh -8, TLR9-MyD88 inh 2, NR2F2 inh -7, SRC2 inh 2, MC4R antagonist -6, EBV LMP1 NFkB -21 and NCOA3 inh -1.
Screening CCCC(=O)Nc1cc(-c2nnc(OC)c3ccccc23)ccc1N1CCOCC1 returned MC4R barr agon -1.5, NR5A2 inv ag 8, ABHD5-PLIN5 inh 2, NOD2 RIPK2 PPI -13, SRC1 inh 7, TLR9-MyD88 inh 2, NR2F2 inh 5, SRC2 inh -20, MC4R antagonist 1, EBV LMP1 NFkB -6 and NCOA3 inh -2.
For CCn1c(C)[n+](CC)c2ccc(S(=O)(=O)N(C)C)cc21 the results were MC4R barr agon -0.2, NR5A2 inv ag 14, ABHD5-PLIN5 inh -6, NOD2 RIPK2 PPI -5, SRC1 inh 11, TLR9-MyD88 inh 7, NR2F2 inh 4, SRC2 inh -11, MC4R antagonist 3, EBV LMP1 NFkB -1 and NCOA3 inh 16.
Screening Cc1ccc(Oc2ccccc2NC(=O)CN2C(=O)NC3(CCCC3)C2=O)cc1 returned MC4R barr agon 0.1, NR5A2 inv ag 24, ABHD5-PLIN5 inh 7, NOD2 RIPK2 PPI 7, SRC1 inh 15, TLR9-MyD88 inh 1, NR2F2 inh 2, SRC2 inh -26, MC4R antagonist -10, EBV LMP1 NFkB 1 and NCOA3 inh 21.
COc1ccccc1-n1ccnc(SCC(=O)NCc2ccccc2)c1=O was read as MC4R barr agon -2.5, NR5A2 inv ag 7, ABHD5-PLIN5 inh -18, NOD2 RIPK2 PPI -3, SRC1 inh -13, TLR9-MyD88 inh -1, NR2F2 inh 5, SRC2 inh -3, MC4R antagonist 4, EBV LMP1 NFkB -7 and NCOA3 inh 13.
For O=C(/C=C/c1ccccc1)N(Cc1ccc(Cl)cc1)C1CCS(=O)(=O)C1 (stereo unspecified) the results were MC4R barr agon -0.9, NR5A2 inv ag 9, ABHD5-PLIN5 inh -5, NOD2 RIPK2 PPI 2, SRC1 inh -1, NR2F2 inh 2, SRC2 inh 6, MC4R antagonist 9 and NCOA3 inh 15.
`O=C(CSc1nnc(-c2ccccc2O)o1)NC1CCCCC1` gave MC4R barr agon -0.3, NR5A2 inv ag 2, ABHD5-PLIN5 inh -1, NOD2 RIPK2 PPI -1, SRC1 inh -14, TLR9-MyD88 inh -8, NR2F2 inh -23, SRC2 inh -13, MC4R antagonist 19, EBV LMP1 NFkB 0 and NCOA3 inh 1.
O=C(Nc1ccccn1)C1CCN(C(=O)c2ccc(Cl)cc2)CC1 was read as MC4R barr agon 3.0, NR5A2 inv ag -12, ABHD5-PLIN5 inh -3, NOD2 RIPK2 PPI -13, SRC1 inh -1, TLR9-MyD88 inh -15, NR2F2 inh -1, SRC2 inh -6, MC4R antagonist 3, EBV LMP1 NFkB 3 and NCOA3 inh -16.
`O=C(CCCN1C(=O)c2ccccc2C1=O)Nc1ccccc1` gave MC4R barr agon -1.9, NR5A2 inv ag 0, ABHD5-PLIN5 inh -2, NOD2 RIPK2 PPI 9, SRC1 inh -10, TLR9-MyD88 inh 4, NR2F2 inh 5, SRC2 inh 8, MC4R antagonist 3, EBV LMP1 NFkB 6 and NCOA3 inh 14.
Screening Cc1ccc(C(=O)CSC2=NC(N)=C(C#N)C3(CCCCC3)C2C(N)=O)cc1 (stereo unspecified) returned MC4R barr agon -1.8, NR5A2 inv ag 14, ABHD5-PLIN5 inh -16, NOD2 RIPK2 PPI 3, SRC1 inh -7, TLR9-MyD88 inh -1, NR2F2 inh -8, SRC2 inh -13, MC4R antagonist -4, EBV LMP1 NFkB -6 and NCOA3 inh 18.
For O=C(CCSc1ccc(F)cc1)Nc1ccc(-n2cnnn2)cc1 the results were MC4R barr agon 0.5, NR5A2 inv ag 5, ABHD5-PLIN5 inh 1, NOD2 RIPK2 PPI -2, SRC1 inh -8, TLR9-MyD88 inh -2, NR2F2 inh -1, SRC2 inh -4, MC4R antagonist 17, EBV LMP1 NFkB -4 and NCOA3 inh 2.
For O=C(Nc1ccnc(-c2cccnc2)n1)c1ccc(Cl)cc1 the results were MC4R barr agon -1.7, NR5A2 inv ag -24, ABHD5-PLIN5 inh 1, NOD2 RIPK2 PPI -18, SRC1 inh 1, TLR9-MyD88 inh 8, NR2F2 inh -12, SRC2 inh -1, MC4R antagonist 0, EBV LMP1 NFkB -9 and NCOA3 inh 6.
`CC(C)CCn1c(=O)c2c(nc3n2CCCN3Cc2ccccc2)n(C)c1=O` gave MC4R barr agon -1.6, NR5A2 inv ag -15, ABHD5-PLIN5 inh 4, NOD2 RIPK2 PPI -3, SRC1 inh 2, TLR9-MyD88 inh 6, NR2F2 inh 34, SRC2 inh 21, MC4R antagonist 6, EBV LMP1 NFkB 11 and NCOA3 inh 1.
Cc1ccc(Nc2cc(=O)[nH]c(=O)[nH]2)cc1C was read as MC4R barr agon -3.1, NR5A2 inv ag 2, ABHD5-PLIN5 inh -2, NOD2 RIPK2 PPI -1, SRC1 inh -3, TLR9-MyD88 inh -3, NR2F2 inh 4, SRC2 inh -10, MC4R antagonist 8, EBV LMP1 NFkB 0 and NCOA3 inh 12.
Screening NC(=O)CC(NC(=O)Cc1ccc(Br)cc1)c1ccc(N2CCC(N3CCCCC3)CC2)c([N+](=O)[O-])c1 (stereo unspecified) returned MC4R barr agon -1.0, NR5A2 inv ag 6, ABHD5-PLIN5 inh 4, NOD2 RIPK2 PPI -7, SRC1 inh -14, TLR9-MyD88 inh -6, NR2F2 inh -6, SRC2 inh -12, MC4R antagonist 6, EBV LMP1 NFkB -4 and NCOA3 inh -1.
`COc1ccc(/C=C2\Oc3cc(OCC(=O)N4CC(O)C[C@H]4C(=O)O)ccc3C2=O)c(OC)c1OC` (stereo partly specified) gave MC4R barr agon -1.3, NR5A2 inv ag -9, ABHD5-PLIN5 inh 3, NOD2 RIPK2 PPI -10, SRC1 inh 2, TLR9-MyD88 inh 13, NR2F2 inh 14, SRC2 inh -24, MC4R antagonist -25, EBV LMP1 NFkB 1 and NCOA3 inh 7.
O=C(Cc1ccc([N+](=O)[O-])cc1)Oc1ccccc1 was read as MC4R barr agon -0.5, NR5A2 inv ag 8, ABHD5-PLIN5 inh 8, NOD2 RIPK2 PPI -7, SRC1 inh 0, TLR9-MyD88 inh -2, NR2F2 inh -14, SRC2 inh 10, MC4R antagonist 0, EBV LMP1 NFkB -25 and NCOA3 inh -6.
NC1=NC(=O)/C(=C/c2ccsc2)S1 was read as MC4R barr agon -1.5, NR5A2 inv ag 2, ABHD5-PLIN5 inh -1, NOD2 RIPK2 PPI 6, SRC1 inh -33, TLR9-MyD88 inh 2, NR2F2 inh -1, SRC2 inh -15, MC4R antagonist 4, EBV LMP1 NFkB 18 and NCOA3 inh 11.
CCCNc1ccc(S(=O)(=O)N(C(C)C)C(C)C)cn1 was read as MC4R barr agon 1.8, NR5A2 inv ag -1, ABHD5-PLIN5 inh 0, NOD2 RIPK2 PPI -8, SRC1 inh 9, TLR9-MyD88 inh 8, NR2F2 inh 6, SRC2 inh -6, MC4R antagonist 16, EBV LMP1 NFkB -1 and NCOA3 inh 2.
`Cc1ccccc1N1CCN(C2CCCN(C(=O)CN3CCCC3=O)C2)CC1` (stereo unspecified) gave MC4R barr agon 0.3, NR5A2 inv ag -9, ABHD5-PLIN5 inh 6, NOD2 RIPK2 PPI -2, SRC1 inh -1, TLR9-MyD88 inh -9, NR2F2 inh -8, SRC2 inh -14, MC4R antagonist 31*, EBV LMP1 NFkB 3 and NCOA3 inh 0.
For CCCN(CCC)C(=O)CC(c1ccccc1)c1ccco1 (stereo unspecified) the results were MC4R barr agon -1.1, NR5A2 inv ag 8, ABHD5-PLIN5 inh 4, NOD2 RIPK2 PPI -9, SRC1 inh -11, TLR9-MyD88 inh -3, NR2F2 inh 21, SRC2 inh -11, MC4R antagonist 4, EBV LMP1 NFkB 12 and NCOA3 inh 3.
`Cc1ccccc1NC(=O)c1cccc(S(=O)(=O)Oc2ccc([N+](=O)[O-])cc2)c1` gave MC4R barr agon -0.5, NR5A2 inv ag -3, ABHD5-PLIN5 inh -7, NOD2 RIPK2 PPI -4, SRC1 inh -1, TLR9-MyD88 inh 2, NR2F2 inh -2, SRC2 inh 11, MC4R antagonist 0, EBV LMP1 NFkB -6 and NCOA3 inh 4.
`CC(=O)NCCC(=O)Nc1nc2c(ccc3ccccc32)s1` gave MC4R barr agon -0.5, NR5A2 inv ag -21, ABHD5-PLIN5 inh 8, NOD2 RIPK2 PPI -13, SRC1 inh -18, TLR9-MyD88 inh 8, NR2F2 inh -6, SRC2 inh -28, MC4R antagonist 0, EBV LMP1 NFkB -9 and NCOA3 inh -7.
For C1=C(c2cccc3ccccc23)N2CCN=C2S1 the results were MC4R barr agon -0.4, NR5A2 inv ag 13, ABHD5-PLIN5 inh -6, NOD2 RIPK2 PPI -7, SRC1 inh -7, TLR9-MyD88 inh -12, NR2F2 inh 19, SRC2 inh -1, MC4R antagonist 0, EBV LMP1 NFkB -2 and NCOA3 inh -5.
